DAX1 inh-1 – DAX1 (NR0B1) inhibition, primary screen | HEK293T StAR-luciferase reporter, SF-1/DAX-1 repression relief | inhibition, % at 6.8 µM | 1.1% of 370,000 active | AID 652010;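 active = inhibition above the mean over all tested compounds plus 3 SD, cut at about 3.6% in these data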;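 also: 0% = DAX-1 cells with DMSO and 100% = cells lacking DAX-1 with DMSO; higher inhibition means more luminescence from relief of DAX-1 repression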
DAX1 inh-2 – inhibits human nuclear receptor DAX1; P51843; HEK293 Gal4-DAX1 luciferase reporter, luminescence; inhibition, % at 6.75 µM; 0.99% of 340,000 active; AID 504766;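 active = inhibition above the mean over all tested compounds plus 3 SD, cut at about 4.2% in these data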;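 also: 0% = DAX1-transfected cells with DMSO and 100% = empty-vector control cells with DMSO; inhibition shows as a rise in luminescence from relieved DAX1 repression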
hgDAF12 agonist – hgDAF-12 agonism, primary luciferase screen. HEK293 GAL4-hgDAF12 UAS-luciferase reporter, agonist luminescence; normalized to butyrate control. activation, % at 6.8 µM. 1.8% of 370,000 active;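 active = activation above a cutoff set at the mean of all screened compounds plus 3 SD, cut at about 10% in these data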;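 also: 0% = DMSO wells and 100% = sodium butyrate wells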
GAA850 FXN act – activators of GAA850 frataxin (FXN) promoter | HEK293 lucGAA850 FXN promoter luciferase reporter, 24 h; percent of 10 µM SAHA response | activation, % at 6 µM | 0.56% of 360,000 active | AID 540364;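 active = activation above the average of all compounds screened plus 3 SD, cutoff fixed separately per campaign, cut at about 7.5% in these data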;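 also: 0% = DMSO wells and 100% = 10 µM SAHA wells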
ssDAF-12 act – S. stercoralis DAF-12 activation, primary screen. AID 652126. HEK293 ssDAF-12/GRIP1 lit1-tk-luc reporter, luminescence; % of 3 µM dafachronic acid response. 1% of 370,000 active. activation, % at 6.8 µM;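 active = activation above the mean over all tested compounds plus 3 SD, cut at about 0.9% in these data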;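 also: 0% = DMSO-only wells and 100% = 3 µM delta7-dafachronic acid wells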
HGIII-sPLA2 inh – Inhibits HGIII-sPLA2 liposome hydrolysis, primary screen. 0.56% of 370,000 active. inhibition, % at 12.2 µM. Q9NZ20. QFRET BODIPY PC-A2 liposome hydrolysis, fluorescence;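 active = inhibition above mean plus 3 SD of compounds lying within the high and low control bounds, cut at about 19% in these data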;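 also: 0% = median of test compound wells and 100% = no enzyme DMSO wells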
hcDAF-12 act – H. contortus DAF-12 activation, primary screen. activation, % at 6.8 µM. 1.4% of 370,000 active. HEK293 hcDAF-12 lit1-tk-luc reporter, luminescence; 0% DMSO, 100% Δ7-dafachronic acid;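 active = activation above the mean of all tested compounds plus 3 SD, cut at about 5.5% in these data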;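 also: 100% = response to 3 µM Δ7-dafachronic acid high control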
ADAM10 inh – ADAM10 inhibition, QFRET primary screen. recombinant ADAM10, EDANS/DABCYL FRET peptide cleavage, 3 h. inhibition, % at 7 µM. 0.62% of 370,000 active;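 active = inhibition above a per-campaign cutoff equal to the mean of compounds falling between control-based bounds plus 3 SD, cut at about 20% in these data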;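 also: 0% = DMSO wells while the 100% control is not disclosed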
NPR1 activator – GC-A (human) enzyme activation. 0.14% of 370,000 active. activation, % at 10 µM. AID 1671463. HEK293 GC-A cells, cGMP TR-FRET, EC30 ANP; 0% at EC30 ANP, 100% saturating ANP; in the data active = activation above about 40%
NPR2 activator – GC-B (human) receptor activation; P20594; HEK293-GC-B cells, CNP EC30, cGMP TR-FRET; 0% at EC30 CNP, 100% saturating CNP; activation, % at 10 µM; 0.11% of 370,000 active; AID 1920062;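 active = activation at 10 µM reaching about 35% in either raw or pattern-adjusted values, limit read from the data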
Target sequence (P20594 whole entry, looked up): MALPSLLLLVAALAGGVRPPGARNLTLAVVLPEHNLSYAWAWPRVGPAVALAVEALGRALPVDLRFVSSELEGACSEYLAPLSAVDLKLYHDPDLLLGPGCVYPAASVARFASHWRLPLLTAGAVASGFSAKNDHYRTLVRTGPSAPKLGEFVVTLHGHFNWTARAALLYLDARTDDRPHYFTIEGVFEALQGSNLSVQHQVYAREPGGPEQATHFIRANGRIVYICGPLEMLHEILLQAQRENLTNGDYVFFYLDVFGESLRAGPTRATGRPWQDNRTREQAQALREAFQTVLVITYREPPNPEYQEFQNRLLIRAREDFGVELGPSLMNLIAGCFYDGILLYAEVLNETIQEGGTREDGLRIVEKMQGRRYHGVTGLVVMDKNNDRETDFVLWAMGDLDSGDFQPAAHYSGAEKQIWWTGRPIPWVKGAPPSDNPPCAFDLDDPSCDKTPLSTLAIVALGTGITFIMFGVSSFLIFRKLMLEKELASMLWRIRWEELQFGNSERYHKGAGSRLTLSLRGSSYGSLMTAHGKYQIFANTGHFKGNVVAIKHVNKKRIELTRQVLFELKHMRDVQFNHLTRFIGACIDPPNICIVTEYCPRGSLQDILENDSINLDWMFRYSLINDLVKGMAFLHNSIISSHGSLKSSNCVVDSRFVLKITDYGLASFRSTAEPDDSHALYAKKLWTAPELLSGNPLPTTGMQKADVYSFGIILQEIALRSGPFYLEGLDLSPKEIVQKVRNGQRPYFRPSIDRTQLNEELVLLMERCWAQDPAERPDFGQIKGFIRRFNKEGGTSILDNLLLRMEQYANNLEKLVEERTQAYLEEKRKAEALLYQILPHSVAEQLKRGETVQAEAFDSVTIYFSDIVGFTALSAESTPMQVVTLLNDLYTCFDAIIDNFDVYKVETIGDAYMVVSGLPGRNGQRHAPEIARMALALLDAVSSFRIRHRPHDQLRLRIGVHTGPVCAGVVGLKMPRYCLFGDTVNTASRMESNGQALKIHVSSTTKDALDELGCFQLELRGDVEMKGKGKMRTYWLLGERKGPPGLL
SMARCA2 activ – increases SMARCA2 function in MMTV reporter cells | MG213 cells, MMTV-luciferase reporter, dexamethasone, overnight | activation, % at 9.1 µM | 1% of 370,000 active; in the data active = activation above about 7.8%;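 also: 0% = vehicle wells and 100% = reference activator wells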
* = called active by the depositor; i = inactive; / = not tested or not shown.

Results follow in this order: DAX1 inh-1	DAX1 inh-2	hgDAF12 agonist	GAA850 FXN act	ssDAF-12 act	HGIII-sPLA2 inh	hcDAF-12 act	ADAM10 inh	NPR1 activator	NPR2 activator	SMARCA2 activ
(1) COc1cc(C2NCC(c3ccc(Cl)cc3Cl)c3c2[nH]c2ccccc32)cc(OC)c1OC (centres undefined)
  -0.4	0.0	-2.7	-3.9	-1.1	-1	-0.3	47*	86*	-11	-4
(2) COc1cc(C(=O)NC(=S)NNC(=O)c2cnccn2)cc(OC)c1OC
  -1.8	0.1	-4.9	-5.3	-0.9	21*	-2.4	9	-1	-7	-5
(3) S=C(Nc1ccccc1)N1N=CCC1c1ccccc1 (centres undefined)
  1.5	0.0	6.7	0.5	-0.7	0	-0.2	4	3	1	2
(4) COc1cccc(-c2nc(SCC(=O)Nc3nc(-c4ccccc4)c(C)s3)[nH]c(=O)c2C#N)c1
  0.6	-0.5	2.7	-0.1	-1.0	-33	-1.5	2	-1	0	1
(5) CCOC(=O)C1(Cc2ccccc2)CCN(Cc2ccccc2OC)CC1
  0.0	/	-2.1	/	-0.2	-9	-2.6	-2	-13	-18	6
(6) O=C(CCCCn1c(=S)[nH]c2ccsc2c1=O)NCc1ccco1
  -0.8	0.1	1.7	1.6	-1.4	9	-1.0	-3	-3	-3	-1
(7) C=CCNc1nc(C(=O)OCC)nc2ccccc12
  -0.4	1.7	-1.4	2.2	-0.6	8	1.0	3	2	-7	6
(8) Cc1cc(C(=O)Nc2ccccc2)c2ccccc2n1
  -0.4	0.3	-0.4	-1.8	-1.7	1	0.8	-1	2	5	-1
(9) Cc1cc(NC(=O)CSc2ccnc(=O)[nH]2)no1
  0.1	-0.2	0.0	0.2	-0.8	1	-0.5	-7	6	2	-1
(10) CCC1(C)NC(=O)N(CC(=O)Nc2sc3c(c2C(N)=O)CCC3)C1=O (centres undefined)
  1.8	-0.3	-1.6	-2.8	-0.5	-5	0.0	-10	/	/	2
(11) O=C(O)c1cc2nc3c(c(C(F)(F)F)n2n1)CCCC3
  3.0	0.3	0.1	1.4	-0.5	0	-1.2	1	-2	3	0
(12) Cc1occc1C(=O)NNC(=O)Nc1ccc([N+](=O)[O-])cc1
  -0.7	2.0	-1.0	0.5	-1.7	4	0.5	-1	-1	-1	1
(13) COc1cc(OC)c(NC(=O)C2CC(=O)N(c3ccc4c(c3)OCCO4)C2)cc1Cl (centres undefined)
  -1.2	-1.5	0.0	-0.1	-0.5	-5	-2.1	6	0	0	0
(14) Cc1nc2cccnc2nc1C
  -0.2	0.4	-1.3	3.7	-1.0	10	-1.9	-1	7	4	-2
(15) COc1cccc(C2Nc3ccccc3NC3=C2C(=O)CC(C)(C)C3)c1 (centres undefined)
  -0.5	1.1	1.7	-0.6	-0.6	6	-1.5	-3	-9	0	-1
(16) Cc1cc(C)n(CCNC(=O)c2cc(COc3c(F)cccc3F)on2)n1
  -0.1	1.8	-2.1	1.4	-1.1	0	-1.3	0	0	-3	-3
(17) CCCC(=O)NNc1c2ccccc2nc2ccccc12
  -1.0	-0.3	-1.2	3.3	-0.8	3	0.4	i	-9	-4	3
(18) O=C(/C=C/Nc1cccc(O)c1)c1ccccc1
  6.6*	-2.0	7.0	-3.0	-0.2	-11	7.0*	4	-3	-3	8.1*
(19) O=C(NC(=S)N1CCCC(O)C1)c1ccco1 (centres undefined)
  0.6	0.3	-3.0	0.1	-0.9	10	-0.7	-11	5	0	-4
(20) CN(C)C(=O)COC(=O)c1ccccc1Sc1ccccc1C#N
  -0.2	0.7	-1.4	-1.3	-1.5	-1	-0.2	4	0	-5	7
(21) O=C(c1cccs1)N1CCC(Cc2ccccc2)CC1
  -0.1	0.4	0.9	-1.3	-1.4	-6	-1.7	5	4	-3	-1
(22) CCCOc1cccc(C(=O)N2CCN(C(=O)C3CCCO3)CC2)c1 (centres undefined)
  -0.3	0.2	1.6	-0.1	-1.1	7	-1.6	-6	2	-2	-1
(23) COc1ccc(-c2nn(Cc3ccccc3)cc2C(=O)N2CCN(c3ncccn3)CC2)cc1
  -0.8	0.1	-2.7	-0.7	-1.2	-10	-1.1	-16	-1	-2	-3
(24) CCC(C)NC(=O)c1ccccc1NC(=O)CN(c1ccc(OC)cc1)S(C)(=O)=O (centres undefined)
  0.6	1.5	-0.8	2.6	-1.4	0	-1.7	-7	-6	-4	-1
(25) CCOC(=O)Oc1ccc(/C=C2\N=C(C)OC2=O)cc1
  -0.5	1.4	-1.0	-0.5	-1.1	-12	-0.2	-1	2	1	-1
(26) O=C(Nc1ccccc1)c1ccc(=O)n(Cc2cccc(Cl)c2)c1
  -0.7	-2.9	-3.5	0.7	-1.9	-18	0.1	1	-2	-2	-5
(27) O=C(Cc1ccc(Cl)cc1)NNC(=S)NC(=O)c1cccs1
  0.0	4.1	0.8	-0.1	-1.6	15	-0.4	5	0	6	2
(28) COc1ccc(C(CNC(=O)COc2ccccc2C)N2CCCCC2)cc1 (centres undefined)
  0.3	1.1	2.9	0.9	-1.4	-6	-1.6	-4	-10	-9	-1
(29) C=CCn1c(N)cc(=O)nc1SCC(=O)Nc1ccc2ccccc2c1
  -0.3	1.1	0.3	1.8	-0.8	-15	-0.2	-29	-1	1	0
(30) COc1ccc(-c2c3c(=O)n(C)c(=O)n(C)c3cn2-c2ccc(O)cc2)cc1
  0.2	2.8	1.1	2.1	-0.7	-1	1.7	-34	-4	-3	-4
(31) COc1ccc(-n2c(Cc3cccn3C)nnc2SCC(N)=O)cc1
  0.9	1.4	0.0	1.6	-0.1	-6	0.8	-6	1	-2	-2
(32) COc1ccc(OC)c(N(CC(=O)N2CCc3ccccc3C2)S(C)(=O)=O)c1
  -0.3	-1.0	-0.7	2.3	-1.7	3	-2.5	-1	-8	-3	1
(33) Fc1cccc(NC(=S)NCCCN2CCOCC2)c1
  -0.1	0.4	1.4	1.5	-0.9	7	0.7	5	-2	6	2
(34) O=C1NC(Cc2c[nH]c3ccccc23)C(=O)N1CCOc1ccc(F)cc1 (centres undefined)
  0.1	0.6	0.9	0.7	0.0	-65	-1.5	12	-2	-6	-3
(35) CCCCn1nnnc1C(CCSC)N1CCN(C/C=C/c2ccccc2)CC1 (centres undefined)
  -0.5	/	1.8	/	-1.6	-12	1.2	0	2	-1	-3
(36) COc1ccc(N=C(N)NC(=O)OCc2ccccc2)cc1
  3.5	/	4.4	/	0.6	5	3.5	-6	1	8	-1
(37) CCCSc1ccc2nc(NC(=O)OC)[nH]c2c1
  2.7	1.0	6.5	0.5	0.5	2	3.1	-7	-1	-7	1
(38) Cc1ccc(S(=O)(=O)NC(=O)N2CCCC(C)(C)C2)cc1
  0.1	-0.7	-1.1	-1.4	-1.2	0	-0.5	-4	0	4	0
(39) CS(=O)(=O)c1ccc2nc(NC(=O)CN3CCN(Cc4ccccc4)CC3)sc2c1
  -1.0	-0.4	-0.6	-0.9	-0.4	-3	-1.5	-2	1	-13	-1
(40) CCCn1c(N)c(C(=O)CN(C)CC(=O)Nc2c(Cl)cccc2Cl)c(=O)[nH]c1=O
  -1.1	1.2	3.2	-1.0	-1.6	2	0.8	-9	-1	2	1
(41) COC(=O)C[C@H]1C[C@H]2c3cc(NS(=O)(=O)c4ccc(OC)cc4)ccc3O[C@H]2[C@H](CO)O1
  -1.2	0.8	-1.7	1.8	-1.1	2	-2.2	-9	-3	-2	-2
(42) CC1CCN(C2CCN(S(=O)(=O)c3ccc(C(F)(F)F)cc3)CC2)CC1
  0.2	-1.3	0.3	0.7	-0.7	-3	0.3	1	6	-1	0
(43) Cc1nn(-c2ccc(Cl)cc2)c2[nH]c(=O)c(CNCc3ccc4c(c3)OCO4)cc12
  -1.1	2.7	-2.1	3.6	-0.6	-10	1.8	0	-11	-9	0
(44) Nc1cc(Cl)ccc1C(=O)OCC(=O)NC(=O)NCc1ccccc1
  0.1	-0.9	1.8	0.2	-1.5	-14	-1.6	-327	-1	-1	6
(45) O=C(O)/C=C\C(=O)Nc1ccccc1C#Cc1ccccc1
  1.0	2.4	10*	2.4	-1.2	-1	1.1	-35	-1	-3	6
(46) O=C(Nc1nc2ccccc2n1CCOc1ccccc1)c1ccco1
  -1.2	-0.8	1.3	1.6	-1.2	-6	-2.2	-3	6	2	0
(47) CC(C)c1ccc(-c2nnc(N)s2)cc1
  1.9	3.7	11*	3.6	0.4	-3	6.0*	-2	-4	2	7
(48) NC(=O)c1ccccc1OCc1nc2ccccc2s1
  2.0	2.1	13*	5.9	0.4	0	14*	-3	-6	-3	4
(49) COc1ccc2nc(N3CCOCC3)cc(C)c2c1
  5.8*	1.8	17*	5.7	-0.2	3	3.5	i	-3	-5	5
(50) COc1ccc(NS(=O)(=O)c2ccc3[nH]c(=O)[nH]c3c2)cc1OC
  -0.1	1.1	-0.5	-1.6	-1.1	-1	-1.7	-5	2	0	-2
(51) CC(=O)Nc1ccc(C(=S)NCc2ccco2)cc1
  -0.6	-0.2	0.7	0.6	-1.3	-5	-1.5	0	-1	-10	-4
(52) CCC(=O)c1c(NCCc2ccccc2)cc(C)oc1=O
  -0.3	-0.5	-2.1	2.2	-2.0	-3	-1.8	7	-3	0	0
(53) O=C(Nc1ncccc1Cl)c1cc2ccccc2o1
  2.1	2.4	16*	7.0	0.8	6	7.3*	-4	8	-8	3

Two compounds drawn at random from the list so far, as already listed:
Results follow in this order: DAX1 inh-1	DAX1 inh-2	hgDAF12 agonist	GAA850 FXN act	ssDAF-12 act	HGIII-sPLA2 inh	hcDAF-12 act	ADAM10 inh	NPR1 activator	NPR2 activator	SMARCA2 activ
(39) CS(=O)(=O)c1ccc2nc(NC(=O)CN3CCN(Cc4ccccc4)CC3)sc2c1
  -1.0	-0.4	-0.6	-0.9	-0.4	-3	-1.5	-2	1	-13	-1
(53) O=C(Nc1ncccc1Cl)c1cc2ccccc2o1
  2.1	2.4	16*	7.0	0.8	6	7.3*	-4	8	-8	3

Assay outcomes deposited in PubChem BioAssay by several laboratories.
